Source: PubChem BioAssay (National Center for Advancing Translational Sciences (NCATS))
USP1 inh: blocks the human USP1/UAF1 deubiquitinase complex | Potency, µM (highest dose often 57.1 µM), without a hit: top-dose activity change, negative = inhibition, hits mostly inhibitors | hit rate 0.23% among 390,000 | AID 743255 | recombinant USP1/UAF1, Ub-Rhodamine cleavage fluorescence | O94782; also: % is scaled to controls: 0 for no effect and ±100 for the full control effect; nearly all actives have a fitted effect of over 60% in size; inactives centre near -12
Target sequence (O94782 whole entry, looked up): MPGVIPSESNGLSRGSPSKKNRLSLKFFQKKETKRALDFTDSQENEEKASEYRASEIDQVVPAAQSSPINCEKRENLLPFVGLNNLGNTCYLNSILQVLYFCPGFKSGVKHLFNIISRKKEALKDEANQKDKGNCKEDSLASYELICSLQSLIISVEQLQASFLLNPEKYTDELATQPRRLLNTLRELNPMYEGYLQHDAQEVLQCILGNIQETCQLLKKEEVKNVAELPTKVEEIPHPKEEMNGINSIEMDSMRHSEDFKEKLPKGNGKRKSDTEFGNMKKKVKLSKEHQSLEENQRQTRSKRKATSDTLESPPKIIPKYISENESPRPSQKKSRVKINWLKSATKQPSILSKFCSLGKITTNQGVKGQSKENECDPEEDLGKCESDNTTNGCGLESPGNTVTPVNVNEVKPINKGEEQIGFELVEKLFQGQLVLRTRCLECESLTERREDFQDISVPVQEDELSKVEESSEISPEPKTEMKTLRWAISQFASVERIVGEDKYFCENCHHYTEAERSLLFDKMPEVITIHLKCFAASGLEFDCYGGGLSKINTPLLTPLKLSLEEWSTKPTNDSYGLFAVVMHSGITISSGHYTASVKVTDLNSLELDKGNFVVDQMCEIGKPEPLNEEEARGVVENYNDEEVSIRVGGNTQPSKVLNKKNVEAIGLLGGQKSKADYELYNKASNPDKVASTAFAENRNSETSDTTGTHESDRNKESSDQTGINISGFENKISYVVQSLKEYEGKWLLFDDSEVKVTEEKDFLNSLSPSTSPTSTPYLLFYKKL
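USP1/UAF1 complex at 1 nM was preincubated with compound for 15 min at room temperature, then Ub-Rho substrate (150nM final) was added. Fluorescence (480/540 nm) was read kinetically, 6 reads every 60 seconds.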
IDH1 R132H inh: human IDH1 R132H inhibition | O75874 | IDH1-R132H enzyme, NADPH consumption, diaphorase/resazurin fluorescence | Potency, µM (doses to about 76.6 µM), for inactives: at the highest dose activity change, negative = inhibition, actives largely listed as inhibitors | hit rate 0.093% among 390,000; also: % is scaled to controls: 0 for no effect and ±100 for the full control effect; nearly all actives have a fitted effect of over 65% in size
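IDH1-R132H (0.5 ug/mL) preincubated 30 min with compound, then NADPH (0.016 mM) and alpha-KG (2 mM) added; 80 min at RT, pH 7.5. Remaining NADPH coupled via diaphorase/resazurin to fluorescence (540/590 nm); concentration-response curves normalized to no-enzyme control.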
TrxR1 substrate: substrates of rat thioredoxin reductase 1. O89049. purified TrxR1 substrate turnover, NADPH consumption readout. Potency, µM (highest dose often 114 µM), without a hit: at the top dose activity change, negative = substrate turnover. hit rate 0.01% among 390,000; also: % is scaled to controls: 0 for no effect and ±100 for the full control effect; nearly all actives have a fitted effect of over 50% in size
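Rat TrxR1, dispensed at 90 nM, was prereduced with 400 uM NADPH (final) for 5 min at ~22 deg C, then incubated with compound 15 min before 400 uM selenite. A first-read NADPH fluorescence drop versus no-compound background flagged substrates.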
TrxR1 inh: inhibitors of rat thioredoxin reductase 1; hit rate 1% among 390,000; recombinant rTrxR1, NADPH fluorescence consumption, selenite substrate; AID 588453; Potency, µM (series often up to 114 µM), without a hit: at the top dose activity change, negative = inhibition, actives largely listed as inhibitors; O89049; also: % is scaled to controls: 0 for no effect and ±100 for the full control effect; nearly all actives have a fitted effect of over 65% in size
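Rat TrxR1 (90 nM in the dispensed reagent) was pre-reduced with 400 uM NADPH for 5 min at room temperature, then incubated with compound for 15 min. After 400 uM selenite was added, NADPH fluorescence (Ex 340/Em 450 nm) was followed for 8 min.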
12-LOX inh: ALOX12 (human) lipoxygenase inhibition; hit rate 1.1% among 580,000; P18054; purified 12hLO, xylenol orange hydroperoxide absorbance; Potency, µM (top dose mostly 108 µM), for the others: at the top dose activity change, negative = inhibition, actives largely listed as inhibitors; also: % is scaled to controls: 0 for no effect and ±100 for the full control effect
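Purified human 12hLO at 150 nM in 25 mM Hepes, 0.01% Triton X-100, pH 7.0, preincubated 15 min at room temperature with compound. Reaction started with 40 uM arachidonic acid, 30 min at room temperature. Hydroperoxide measured by Fe-xylenol orange, 573/405 nm absorbance ratio.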
Vif-A3F inh: inhibitors of Vif-A3F interaction; HeLa A3F-eYFP + Vif (tagged APOBEC3F with the HIV-1 protein that degrades it), YFP fluorescence increase; AID 602313; Potency, µM (top dose mostly 46.1 µM), inactives show at the highest dose activity, negative = active; hit rate 0.2% among 390,000; also: % of control where 0% means no effect; nearly all actives have a fitted effect of over 65% in size
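HeLa cells stably expressing Vif plus C-terminally eYFP-tagged A3F were seeded, incubated overnight at 37 deg C, dosed with compound, incubated overnight again at 37 deg C. Yellow fluorescence (Ex 488/Em 500-530) reported blocked Vif-mediated A3F-eYFP degradation.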
RXFP1 ag: agonists of human relaxin receptor RXFP1 | Q9HBX9 | HEK293T-RXFP1 cAMP TR-FRET, 30 min; response scale: percent of porcine relaxin response, buffer zero | Potency, µM (titrated, usually from 57.5 µM), inactives show at the top dose activation, most hits filed as activators | hit rate 0.3% among 370,000; also: % is scaled to controls: 0 for no effect and ±100 for the full control effect; nearly all actives have a fitted effect of over 60% in size; many of its hits are not listed in these tables
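Agonist response is measured as cAMP accumulation in an RXFP1-transfected HEK293T line under PDE4 inhibition. Values are scaled between buffer-only and 29 nM porcine relaxin, and EC50s come from standard Hill equation fits.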
Vif-APOBEC3G blk: inhibitors of Vif-APOBEC3G interaction; Q9HC16; HeLa A3G-eYFP + Vif (tagged APOBEC3G with the HIV-1 protein that degrades it), YFP fluorescence, overnight; Potency, µM (series often up to 46.1 µM), inactives show top-dose activity, negative = active, actives largely listed as inhibitors; hit rate 0.076% among 410,000;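 also: % is scaled to controls: 0 for no effect and ±100 for the full control effect; nearly all actives have a fitted effect of over 60% in size; hits raise eYFP signal because A3G escapes Vif-driven loss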
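HeLa cells stably expressing Vif and C-terminally eYFP-tagged A3G, seeded overnight at 37 deg C, then exposed to compound by pintool overnight at 37 deg C. Rise in yellow fluorescence (Ex 488/Em 500-530, Acumen) marks blocked Vif-driven A3G degradation.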
RGS4 inh: human RGS4 inhibition | P49798 | Transcreener GDP fluorescence polarization, RGS4-accelerated GTP hydrolysis | Potency, µM (titrated, usually from 114 µM), inactives show at the top dose activity change, negative = inhibition, hits mostly inhibitors | hit rate 0.039% among 390,000; also: % is scaled to controls: 0 for no effect and ±100 for the full control effect; nearly all actives have a fitted effect of over 75% in size; some results filed as inactive show a strong effect at the top dose
Target sequence (P49798 whole entry, looked up): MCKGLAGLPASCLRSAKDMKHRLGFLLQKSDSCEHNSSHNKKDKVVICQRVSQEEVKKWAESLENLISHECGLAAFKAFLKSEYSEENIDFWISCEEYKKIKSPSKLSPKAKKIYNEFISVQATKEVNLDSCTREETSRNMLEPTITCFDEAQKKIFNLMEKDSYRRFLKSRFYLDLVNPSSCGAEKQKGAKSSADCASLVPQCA
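MLSMR compounds (23 nl, pin-transferred) preincubated 10 min at room temperature with a 500nM (2x) first reagent, then RGS4 at 900nM (2x) plus Transcreener GDP mix added; fluorescence polarization (620/688 nm) read before and after 90 min at 30 °C.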
Numbers without * were called inactive; ? = inconclusive; / = not tested or not shown; & = joins results of further samples; [ ] = another dose, or the depositor's remark. Calls follow the shape of the dose curve; as a rule, active = well fitted curve in the direction sought with a large enough effect; inconclusive = small, poorly fitted or top-dose-only effect, or another doubt; inactive = no such curve, though single readings can be large; an effect the other way counts as inactive or inconclusive. Potency is read from the fitted curve at half-maximal effect. Only part of the results is shown (hit frequency here may not be typical).

SMILES | USP1 inh | IDH1 R132H inh | TrxR1 substrate | TrxR1 inh | 12-LOX inh | Vif-A3F inh | RXFP1 ag | Vif-APOBEC3G blk | RGS4 inh
Cc1ccc(C(=O)c2c3ccc([N+](=O)[O-])cc3[n+]([O-])n2CCCC(N)=O)cc1 | -20% | 9% | -1% | -10% | -27% | -12% | -0.3% | ? | -15%
CC(C)NC(=O)C1COc2ccccc2O1 (stereo not given) | -20% | -4% | 4% | 32% | -10% | 0% | 4.7% | 1% | -9%
CCN(CCO)C(=O)CC(c1ccccc1)c1cc(Br)ccc1O (stereo not given) | -5% | -3% | -9% | -7% | -8% | -1% | 1.1% | -1% | -7%
Fc1ccc(CSc2nnc(-c3cc4c(s3)-c3ccccc3CC4)o2)cc1 | -4% | -5% | 340%[activator] | ? | 0% | -11% | 11% | -8% | 4%
Cc1ccc(N2C(=S)N=C(Nc3ccccc3C)C23CCOC(C)(C)C3)cc1 (stereo not given) | -19% | 7% | 1% | 7% | -1% | -5% | -1.3% | 1% | -1%
CN=C(Nc1cccc(Cl)c1)SC1CC(=O)N(c2ccc(OC)cc2)C1=O (stereo not given) | -19% | 0% | 5%[57.1 µM] | 20%[57.1 µM] | -14% | -8% | 0.0% | -1% | -24%
Cc1cccc(CSc2nnnn2-c2ccccc2)c1 | -4% | -1% | -6%[57.1 µM] | 11% | 51%[activator] | -11% | 0.9% | 0% | 15%
COc1ccc(-c2cc(C(=O)NCc3ccco3)c3ccccc3n2)c(OC)c1 | -12% | -6% | 8% | 10% | ? | 1% | 0.8% | -1% | 2%
COc1ccc(NC(=O)CSc2nc3ccccc3n2CC(=O)NCc2ccc(F)cc2)cc1 | -20% | 21% | 6%[57.1 µM] | 12%[57.1 µM] | -1% | -1% | -0.3% | -4% | 12%
O=C(CSc1nnc(-c2ccco2)o1)NC(=O)C1COc2ccccc2O1 (stereo not given) | 1% | 2% | -8% | ? | -17% | / | -0.1% | -1% | 31%
CCOC(=O)N1CCN(C(=O)COC(=O)c2ccc([N+](=O)[O-])cc2Cl)CC1 | -22% | -3% | -5%[57.1 µM] | 10%[57.1 µM] | 2% | -30% | 1.1% | 0% | -20%
CC(NS(=O)(=O)c1ccccc1Cl)C1CC2CCC1C2 (stereo not given) | -9% | 13% | -8% | 15% | -8% | 6% | 0.8% | 0% | -27%
O=C(NC1CC1)C1CCN(C2CCN(C(=O)Cc3ccc4c(c3)OCO4)CC2)CC1 | -11% | 0% | 3% | 18% | 6% | -3% | 0.1% | 0% | 19%
Cc1sc2nc(SCC(=O)N(C)C)[nH]c(=O)c2c1C | -20% | 9% | 5%[57.1 µM] | 11%[57.1 µM] | ? | 0% | 0.1% | 1% | -49%
CCOC(=O)C1(CCc2ccccc2)CCN(C(=O)c2occc2C)CC1 | -12% | 3% | 11%[11.4 µM] | 25%[11.4 µM] | ? | ? | -0.2% | -1% | -5%
O=C1CC(c2nc3ccccc3n2CCCOc2ccccc2)CN1c1ccc(F)cc1 (stereo not given) | -17% | -15% | -2% | 14% | -18% | -11% | 0.8% | -16% | 0%
CCOC(=O)c1cnc2c(C)cc(C)cc2c1NCCN1CCOCC1 | -18% | 0% | 1% | 3% | -22% | 3% | -0.2% | 8% | 6%
O=C(NCC(O)c1ccccc1)c1ccc(Cl)c(S(=O)(=O)N2CCCCC2)c1 (stereo not given) | -29% | 13% | 3% | 15% | -12% | 1% | -1.1% | 0% | 5%
Cc1ccc(-c2nc(CS(=O)CC(=O)NC3CCCC(C)C3C)c(C)o2)cc1 (stereo not given) | -13% | -7% | -5% | -7% | -7% | -6% | 3.7% | -1% | -1%
Cc1ccc2oc(C(=O)Nc3nnc(C)s3)c(C)c2c1 | -7% | -1% | 9% | 17% | 0%[57.4 µM] | -6% | 0.3% | 2% | 0%
COc1cc2ccccc2cc1C(=O)OCC(=O)N(C)c1c(N)n(Cc2ccccc2)c(=O)[nH]c1=O | -14% | 6% | 63%[activator] | 7% | -3% | 3% | 3.3% | -4% | -24%
COc1ccc(C2=NN(C(=O)CCC(=O)O)C(c3ccc([N+](=O)[O-])cc3)C2)cc1 (stereo not given) | -3% | 4% | -8%[57.1 µM] | -4%[57.1 µM] | ? | 7% | 0.9% | 1% | 1%
CC(C)CC(=O)NC(=S)Nc1ccc(S(=O)(=O)N2CCCC2)cc1 | -10% | 0% | 6%[57.1 µM] | 26%[57.1 µM] | -24% | 5% | 0.9% | 0% | ?
Cc1ccc2[nH]c(=O)c(C(c3nnnn3CCc3ccccc3)N3CCOCC3)cc2c1 (stereo not given) | -17% | 10% | 16% | -30% | ? | 0% | -0.2% | 1% | -40%
CN(NS(=O)(=O)c1ccccc1)C(=O)c1ccccc1 | ? | -5% | 0% | 0% | -1% | -3% | / | 0% | -13%

By substructure, the entries above containing two or more sulfur atoms.
SMILES | USP1 inh | IDH1 R132H inh | TrxR1 substrate | TrxR1 inh | 12-LOX inh | Vif-A3F inh | RXFP1 ag | Vif-APOBEC3G blk | RGS4 inh
Fc1ccc(CSc2nnc(-c3cc4c(s3)-c3ccccc3CC4)o2)cc1 | -4% | -5% | 340%[activator] | ? | 0% | -11% | 11% | -8% | 4%
Cc1sc2nc(SCC(=O)N(C)C)[nH]c(=O)c2c1C | -20% | 9% | 5%[57.1 µM] | 11%[57.1 µM] | ? | 0% | 0.1% | 1% | -49%
CC(C)CC(=O)NC(=S)Nc1ccc(S(=O)(=O)N2CCCC2)cc1 | -10% | 0% | 6%[57.1 µM] | 26%[57.1 µM] | -24% | 5% | 0.9% | 0% | ?

(next part)
SMILES | USP1 inh | IDH1 R132H inh | TrxR1 substrate | TrxR1 inh | 12-LOX inh | Vif-A3F inh | RXFP1 ag | Vif-APOBEC3G blk | RGS4 inh
COc1cccc(S(=O)(=O)N(C)C[C@@H]2OCc3cnnn3CCCC(=O)N([C@@H](C)CO)C[C@@H]2C)c1 | 5% | -9% | / | / | 20% | -13% | / | 0% | /
O=C(NCC1CCCO1)C1CCN(S(=O)(=O)c2cccc3cccnc23)CC1 (stereo not given) | 6% | -8% | -5% | -1% | -3% | 0% | 0.6% | -5% | -2%
COCCNC(=S)N(CCc1c(C)[nH]c2ccc(F)cc12)Cc1cccnc1 | -8% | 4% | -9% | -10% | 0% | 2% | -5.5% | 1% | 11%
CN(Cc1ccccc1)S(=O)(=O)c1cccc2cccnc12 | -18% | 16% | 0% | 12% | -27% | -2% | 2.2% | 0% | -18%
O=C1CCC(=O)N1CCCCCc1nc(-c2ccccc2)no1 | -16% | 6% | -5%[57.1 µM] | 14%[57.1 µM] | 50%[activator] | 1% | 0.4% | 2% | -10%
O=C(NCC(c1ccc(F)cc1)N1CCOCC1)c1ccc(Br)o1 (stereo not given) | -5% | 10% | 13% | -15% | ? | -5% | -1.0% | -1% | 15%
CCOC(=O)C/C(N)=N/NC(=O)c1ccc(Cl)cc1Cl | -15% | 2% | -5%[57.1 µM] | 17%[57.1 µM] | 10% | -14% | 0.6% | 0% | -37%
COc1ccc(OC)c2nc3c(C(=O)NCCN(C)C)cccc3nc12 | -13% | 8% | 9%[57.1 µM] | 24%[11.4 µM] | -6% | -21% | / | 1% | -1%
Cc1ccc(N/N=C(/Sc2nnnn2-c2ccccc2)C(=O)c2ccccc2)cc1 | -18% | 1% | -6% | -30% | -25% | ? | 0.4% | -13% | ?
O=C(CSc1nc(NS(=O)(=O)c2ccccc2)cc(=O)[nH]1)Nc1ccc(F)cc1 | -11% | 2% | 7% | 34%[activator] | 0% | 2% | 1.3% | -8% | ?
CCC(C)Sc1nc2c(c(=O)[nH]c(=O)n2C)n1CCc1ccccc1 (stereo not given) | -14% | 12% | -2%[57.1 µM] | 9%[57.1 µM] | 0%&5% | -10% | 3.8% | 1% | -10%
CCC(C(=O)OCC(=O)Nc1ccc(C(=O)Nc2ccc(OC)cc2)cc1)c1ccccc1 (stereo not given) | -8% | 4% | 0%[57.1 µM] | 13%[57.1 µM] | -16% | 4% | -0.2% | 1% | -35%
Cc1nc(NC(=O)/C=C/c2ccc(F)cc2)sc1C(=O)N(C)C | -19% | 0% | -2% | -11% | -17% | -9% | 2.6% | -5% | -30%
CC1CCCN(c2nc3ccsc3c(=O)s2)C1 (stereo not given) | -7% | 1% | 4%[57.1 µM] | -1%[57.1 µM] | -7% | -21% | 1.0% | 2% | 40%
CC(C)C(NC(=O)c1c(F)cccc1F)C(=O)NCc1ccncc1 (stereo not given) | 0% | 2% | -2% | 1% | 8% | -11% | 1.5% | 1% | -13%
CC(C)c1ccc(C(=O)Nc2cc(-c3ccccc3F)nn2-c2ccccc2)cc1 | -6% | -5% | 1%[57.1 µM] | 35%[57.1 µM] | -19% | -1% | -3.3% | -3% | 36%
CCn1cc(C(=O)N2CCN(c3ccc(OC)cc3)CC2)c(=O)c2cc(S(=O)(=O)N(C)C3CCCCC3)ccc21 | -17% | 11% | 6% | 15% | -12% | -9% | -0.7% | 3% | -7%
Cc1ccc(NC(=S)/C(=C(\[O-])c2ccc(Cl)s2)[n+]2cccc(CO)c2)cc1C | -12% | -1% | 1%[57.1 µM] | -120% | -29% | 6% | 0.6% | -2% | -30%
